Screening data from PubChem.
IMPase inh: cell-permeable inhibitors of inositol monophosphatase (IMPase); P97697; CHO-M1 cells, IP1 accumulation, HTRF TR-FRET ratio; inhibition (IP1 accumulation), % at 46.1 µM; 120,000 tested, under 10 active; AID 901; active = well fitted curve in the direction sought with a large enough effect in the signal ratio, not every such curve was filed as active; inconclusive = small, poorly fitted or top-dose-only effect, or a change in a side signal; inactive = no such curve, though single readings can be large or run the other way; the % refers to the signal ratio;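 also: cells stimulated with carbachol in lithium chloride buffer; plate controls were DMSO basal wells for no effect and reference inhibitor wells for full effect; higher means more IMPase inhibition seen as more IP1 and lower FRET ratio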
Target sequence (P97697 whole entry, looked up): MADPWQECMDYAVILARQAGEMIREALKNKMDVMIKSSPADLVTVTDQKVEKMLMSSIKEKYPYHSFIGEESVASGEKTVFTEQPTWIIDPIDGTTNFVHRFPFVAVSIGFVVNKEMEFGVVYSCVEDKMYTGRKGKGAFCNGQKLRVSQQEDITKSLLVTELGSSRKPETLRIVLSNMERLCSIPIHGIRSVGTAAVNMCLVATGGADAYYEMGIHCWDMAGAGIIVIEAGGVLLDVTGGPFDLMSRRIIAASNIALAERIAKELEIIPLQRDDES
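Seeded CHO-M1 cells were dosed with compound at up to 46 uM, stimulated with carbachol for 30 min, then lysed in IP-One detection reagents. Higher IP1 lowers the TR-FRET signal.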
ALOX12 inhib: blocks human 12-lipoxygenase activity. P18054. purified 12-hLO, xylenol orange hydroperoxide absorbance. Potency, µM (titrated, usually from 57.1 µM), inactives show at the top dose activity change, negative = inhibition, actives largely listed as inhibitors. 150,000 tested, 0.12% active. AID 1452; also: potency is read from the fitted curve at half-maximal effect; nearly all actives have a fitted effect of over 55% in size; many of its hits are not listed in these tables
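Hydroperoxide formation by human 12-lipoxygenase from 40 uM arachidonic acid was followed colorimetrically via ferric-xylenol orange complex, using the 573/405 nm absorbance ratio. Enzyme concentration was 150 nM, with 30 min reaction at room temperature.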
15-hLO-2 inh: 15-hLO-2 (ALOX15B) enzyme inhibition | purified 15hLO-2, xylenol orange hydroperoxide absorbance | Potency, µM (top dose mostly 57.1 µM), for the others: at the top dose activity change, negative = inhibition, usual class: inhibitors | AID 881 | 110,000 tested, 0.56% active; also: potency is read from the fitted curve at half-maximal effect; nearly all actives have a fitted effect of over 60% in size; many of its hits are not listed in these tables
Target sequence (O15296 whole entry, looked up): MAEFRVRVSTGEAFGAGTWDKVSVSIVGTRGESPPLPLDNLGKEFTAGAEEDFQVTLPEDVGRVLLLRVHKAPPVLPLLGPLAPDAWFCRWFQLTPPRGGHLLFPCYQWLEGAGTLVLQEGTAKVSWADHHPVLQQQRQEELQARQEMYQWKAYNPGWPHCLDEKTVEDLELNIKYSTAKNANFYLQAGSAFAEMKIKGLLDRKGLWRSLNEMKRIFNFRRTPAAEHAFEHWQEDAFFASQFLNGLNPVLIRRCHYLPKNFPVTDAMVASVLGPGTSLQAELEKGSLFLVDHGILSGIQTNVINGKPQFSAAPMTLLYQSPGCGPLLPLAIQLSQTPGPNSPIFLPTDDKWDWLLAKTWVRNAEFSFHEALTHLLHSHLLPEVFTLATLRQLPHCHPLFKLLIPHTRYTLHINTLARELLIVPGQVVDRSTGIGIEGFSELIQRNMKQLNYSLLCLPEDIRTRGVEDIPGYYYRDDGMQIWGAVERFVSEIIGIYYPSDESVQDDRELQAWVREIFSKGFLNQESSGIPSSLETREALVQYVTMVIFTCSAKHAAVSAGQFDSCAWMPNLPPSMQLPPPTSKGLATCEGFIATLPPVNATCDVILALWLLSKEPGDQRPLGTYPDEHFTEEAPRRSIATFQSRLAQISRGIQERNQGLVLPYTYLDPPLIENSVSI
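Read-out: hydroperoxide product oxidises ferrous iron, measured as xylenol orange complex via the 573-to-405 nm absorbance ratio after 30 min. Reaction: 50 nM enzyme, 15 min compound preincubation, 45 uM arachidonic acid, 90 min RT, Hepes pH 7.5 with Triton X-100.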
PNC inhibitor: perinucleolar compartment assembly inhibition. PC3M PTB-GFP, PNC prevalence imaging, 16 h; stronger effect = lower value. activity change (PNC), negative = inhibition, % at 10 µM. 140,000 tested, 3.1% active;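 active = readout at or below -70, meaning at least 70% loss of cells showing the perinucleolar compartment, a nuclear body marking cancer cells; inconclusive = readout between -30 and a set limit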;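 also: plate controls were DMSO wells for no effect and camptothecin positive control wells for full effect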
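Read-out is percentage of cells bearing a perinucleolar compartment, from automated 20x imaging of fixed, Hoechst-stained PC3M PTB-GFP cells. Cells were seeded 4 h, then exposed 16 h to compound (23 nl of library stock) in duplicate plates.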
* = called active by the depositor; ? = inconclusive; · = not tested or not shown; [ ] = remark or other dose. Unless noted, calls follow the shape of the dose curve; as a rule, active = well fitted curve in the direction sought with a large enough effect; inconclusive = small, poorly fitted or top-dose-only effect, or another doubt; inactive = no such curve, though single readings can be large; an effect the other way counts as inactive or inconclusive. Unless noted, % is scaled to controls: 0 for no effect and ±100 for the full control effect. Not all compounds are listed; the hit share may differ from the screen's.

SMILES	IMPase inh	ALOX12 inhib	15-hLO-2 inh	PNC inhibitor
Cc1noc(/C=C/N(C)C)c1S(=O)(=O)N1CCCC(C(=O)NCc2ccc(Cl)cc2)C1 (stereo not given)	10	?	2%	?
CCN(CC1COc2ccccc2O1)C(=S)Nc1ccc(F)cc1 (stereo not given)	·	-4%	·	-7
CC(C)(C)c1ccc(C(=O)Nc2nonc2-c2nc3ccccc3[nH]2)cc1	1	6%	-8%	9
O=C(O)c1ccc2c(c1)N(Cc1ccccc1)C(=O)c1ccccc1S2=O (stereo not given)	9	-3%	-1%	-9
CS(=O)(=O)N(Cc1ccc(Cl)cc1)c1ccc(C(=O)NCCC2=CCCCC2)cc1	-3	3%	2%	-2
CC(Cc1cccs1)NC(=S)Nc1ccc(Cl)cc1 (stereo not given)	·	-7%	·	23
COc1ccc(-c2cc(C(F)(F)F)nc(-n3ccnc3C)n2)cc1	5	0%	·	4
CCC(=O)/C=C1\Sc2ccc(OC)cc2N1CCO	6	3%	·	?
CCCCC(=O)OC1CCC2C3CCc4cc(O)ccc4C3CC[C@]12C (stereo not given in full)	·	-12%	-14%	·
Cc1ccc(NC(=O)C(=O)NCc2ccc(/C=N/NC(=O)c3c(C)nc4ccccn34)o2)cc1	8	2%	·	22

Profiles, looked up by structure. Order of values: IMPase inh	ALOX12 inhib	15-hLO-2 inh	PNC inhibitor
Record of CS(=O)(=O)N(Cc1ccc(Cl)cc1)c1ccc(C(=O)NCCC2=CCCCC2)cc1 = -3	3%	2%	-2
Record of Cc1noc(/C=C/N(C)C)c1S(=O)(=O)N1CCCC(C(=O)NCc2ccc(Cl)cc2)C1 (stereo not given) = 10	?	2%	?
Record of CCCCC(=O)OC1CCC2C3CCc4cc(O)ccc4C3CC[C@]12C (stereo not given in full) = ·	-12%	-14%	·
Record of Cc1ccc(NC(=O)C(=O)NCc2ccc(/C=N/NC(=O)c3c(C)nc4ccccn34)o2)cc1 = 8	2%	·	22

Going on with the list:
SMILES	IMPase inh	ALOX12 inhib	15-hLO-2 inh	PNC inhibitor
COc1ccccc1C(=O)Nc1ccc(S(=O)(=O)N2CCOCC2)cc1	-6	5%	0%[2.29 µM]	?
Cc1sc(NC(=O)c2cc(-c3ccc(Cl)cc3)nc3ccccc23)c(C(N)=O)c1C	9	-3%	?	25
CCCCNC(=O)Cc1ccc(C)cc1	·	-2%	·	15
CCCN(CCC)C(=O)NC1CC(=O)N(c2ccc(OC)cc2)C1 (stereo not given)	2	4%	·	?
O=C(NC1CCCC1)C(c1ccc(F)cc1)N(Cc1ccc(Cl)cc1)C(=O)CCl (stereo not given)	2	-6%	·	-8
Cc1ccc(-n2nc(C)c3c2OC(N)=C(C#N)C3c2ccco2)cc1 (stereo not given)	?	-20%	·	-8
O=C(Cc1ccc(-n2c(=O)c3ccccc3n(Cc3ccc(F)cc3)c2=O)cc1)NCC1CCCO1 (stereo not given)	·	-4%	·	28
COCCN(C(=O)CSc1nncn1-c1ccccc1)c1c(N)n(Cc2ccccc2)c(=O)[nH]c1=O	·	-4%	·	?
COc1ccc(CNC(=O)C(NS(=O)(=O)c2ccc3c(c2)CCCN3C(C)=O)C(C)C)cc1 (stereo not given)	-1	-1%	-9%	15
CN(C)S(=O)(=O)N1CCN(CC(O)COc2ccc(C(=O)c3ccccc3)cc2)CC1 (stereo not given)	12	-1%	14%	?
COc1ccc(-n2nnnc2SCC(=O)c2cc3ccccc3o2)cc1	-4	-14%	-9%	14
Cc1ccc(-c2cccc(C(=O)NCCc3ccccc3)n2)c2ccccc12	·	-1%	·	5
Cn1c(=O)c([N+](=O)[O-])c(NCc2ccccc2)c2ccccc21	-1	-4%	-6%	?
N/C(=N\OC(=O)c1cc(Cl)ccc1Cl)c1cccnc1	?	6%	-3%	0
c1ccc(-c2cccc(N3CC[C@@]4(CCCNC4)C3)c2)cc1	·	-12%	38%[activator]	·
Cc1ccc(Nc2n[nH]c(C)c2[N+](=O)[O-])cc1C	5	-6%	·	?
NNC(=O)CCc1ccc2ccc3ccccc3c2c1	·	-10%[11.4 µM]	10%[11.4 µM]	·
COc1ccc(C(=O)N2CCN(S(=O)(=O)c3ccccc3)CC2)c(OC)c1	5	2%	-3%	?
Cc1nc(N2CCOCC2)c2nc(-c3ccccc3)n(CCN3CCOCC3)c2n1	·	-1%	32%[activator]	·
CC(C)C(c1nnnn1CCc1ccccc1)N1CCOCC1 (stereo not given)	4	-6%	16%	?

An excerpt of these results, as a markdown table:
| canonical_smiles | IMPase inh | ALOX12 inhib | 15-hLO-2 inh | PNC inhibitor |
| --- | --- | --- | --- | --- |
| Cc1noc(/C=C/N(C)C)c1S(=O)(=O)N1CCCC(C(=O)NCc2ccc(Cl)cc2)C1 (stereo not given) | 10 | ? | 2% | ? |
| CCN(CC1COc2ccccc2O1)C(=S)Nc1ccc(F)cc1 (stereo not given) | · | -4% | · | -7 |
| CC(C)(C)c1ccc(C(=O)Nc2nonc2-c2nc3ccccc3[nH]2)cc1 | 1 | 6% | -8% | 9 |
| O=C(O)c1ccc2c(c1)N(Cc1ccccc1)C(=O)c1ccccc1S2=O (stereo not given) | 9 | -3% | -1% | -9 |
| CS(=O)(=O)N(Cc1ccc(Cl)cc1)c1ccc(C(=O)NCCC2=CCCCC2)cc1 | -3 | 3% | 2% | -2 |
| CC(Cc1cccs1)NC(=S)Nc1ccc(Cl)cc1 (stereo not given) | · | -7% | · | 23 |

(further entries)
SMILES	IMPase inh	ALOX12 inhib	15-hLO-2 inh	PNC inhibitor
O=C1C2C3C=CC(C4CC34)C2C(=O)N1/N=C/c1ccc(-c2ccc(Cl)cc2[N+](=O)[O-])o1 (stereo not given)	8	0%	-10%	?
CC(=O)NC(Cc1cc(C)ccc1C)C(=O)N1CCN(C(=O)Nc2ccc(C(C)=O)cc2)CC1 (stereo not given)	14	16%	6%	28
Cc1ccccc1C1NS(=O)(=O)N=C1N (stereo not given)	1	2%	-18%	-9
CC1(C)CC(=O)c2c(-c3cccnc3)n[nH]c2C1	?	-4%	-3%	30
Cc1ccc(-c2nn(CCC(=O)NCC3CCCO3)c(=O)c3ccccc23)cc1 (stereo not given)	-16	-1%	-9%	6
CC(C)C(C(=O)NCC1CCCO1)N(Cc1ccco1)C(=O)CNS(=O)(=O)c1ccc(F)cc1 (stereo not given)	2	-3%	1%	-19
CCOC(=O)C1CCN(S(=O)(=O)c2ccc(Cl)cc2OC)CC1	-1	-2%	-5%	-28
COc1cc2c(cc1NC(=O)CN(C)Cc1cccc(OC)c1OC)oc1ccccc12	·	7%	·	47
COc1ccc(/C=C/C(=O)c2sc(-c3ccccc3)nc2C)cc1	-8	1%	1%	19
c1ccc(CN2COc3c(ccc4c5c(ccc34)CN(Cc3ccccc3)CO5)C2)cc1	·	2%[11.4 µM]	-8%[11.4 µM]	·
COC(=O)c1cc2nc(-c3ccccc3)cc(C)n2n1	5	5%	3%	30
C=CCn1c(N)nc2ccccc21	5	2%	15%	-24
O=c1oc(-c2cccs2)nc2scc(-c3cccs3)c12	7	2%	-5%	-11
N#C/C(=C\c1cc2ccccc2nc1N1CCCCC1)C(N)=O	·	-2%	·	32
CN(CCNC(=O)c1cccc(N2CCCC2=O)c1)Cc1ccccc1	-6	4%	3%	49
CCCCC(=O)NC(c1ccc([N+](=O)[O-])cc1)c1c(O)ccc2ccccc12 (stereo not given)	·	-10%	·	-10
CCOc1ccc(C2C=C(c3ccccc3)Nc3ncnn32)cc1 (stereo not given)	-10	-10%	-2%	29
COc1cc(N2CCCC2)c(OC)cc1/C=C(/C#N)c1cccc(Br)c1	5	1%	-14%	-20
Cc1cc(C(=O)N/N=C2\CC(=O)CC(C)(C)C2)c(C)n1-c1ccc(F)cc1	·	-6%	·	47
O=C(Nc1ccc(Br)cc1)c1cccnc1N1CCCCC1	5	-8%	6%	?
COCCCNC(=O)CCc1nc2cccnc2n1Cc1ccccc1	-6	-4%	4%	-11
COc1ccc(C(=O)Nc2cc(C)ccc2NC(=O)COc2ccccc2)cc1	-8[1.84 µM]	3%	-5%[11.4 µM]	8
O=c1[nH]c(=S)[nH]c(-c2ccccc2)c1Cc1c(O)ccc2ccccc12	·	-8%[11.4 µM]	?	·
O=c1c2ccccc2c(=O)n(Cc2ccccc2)n1Cc1ccccc1	·	-5%	·	-1
COCCNC(=O)CSc1nc2nc(C)cc(C)n2n1	3	-9%	-6%	-17
C=CCN1CC(c2nc3ccccc3n2CCOc2ccccc2)CC1=O (stereo not given)	6	0%	4%	-3
CCOC(=O)c1cc(C)n(-n2cnnc2)c1C	?	2%	5%	-13
Cc1ccc2[nH]c(-c3ccc(F)cc3F)cc(=O)c2c1	·	1%[0.00818 µM]	-4%[0.0915 µM]	·
CCCCCCCCCCCCCCCCCCO	·	0%[0.00818 µM]	14%[0.0915 µM]	·
COC(=O)C1=C(C(=O)OC)C2(OC1c1cccc(F)c1)C(=O)c1ccccc1C2=O (stereo not given)	0	-5%	-7%	40
COn1c(-n2nc(C)cc2C)nc2ccccc2c1=O	4	-6%	-14%	28
CC(C)Sc1nnc(-c2c[nH]c3ccccc23)n1C	3	-3%	13%	46
COC(=O)c1c(O)c2ccccc2[nH]c1=O	-2	2%	-7%	8
Cn1c(N)nc2c(nc(OCc3ccccc3)n2[C@@H]2O[C@H](CO)[C@@H](O)[C@@H]2O)c1=O	·	-2%[11.4 µM]	-8%[11.4 µM]	·
COc1ccc(CCN2C(=O)CC(NCCc3ccc(S(N)(=O)=O)cc3)C2=O)cc1OC (stereo not given)	-1	-8%	-5%	-21
Cc1cc(NC(=O)C2CCCN(S(=O)(=O)c3cnc[nH]3)C2)ccc1Br (stereo not given)	5	-4%	6%	7
Cn1c(SCc2c(F)cccc2Cl)nnc1-c1cccs1	14	-6%	-1%	1
CCCNC(=O)Cn1c2ccccc2c2nc(=O)cc(C)n21	-4	-4%	0%	-10
O=C(Cc1cn2ccsc2n1)Nc1ccccn1	0	2%	1%	0
CCOC(=O)COc1ccccc1/C=C\[N+](=O)[O-]	16	-15%	·	?
CCN(CC)C(=O)C(C)OC(=O)c1ccc(O)cc1 (stereo not given)	5	8%	-5%	?
Nc1cc(C(=O)O)ccc1N1CCCCC1	8	2%	·	-100*
CCN(CC)CCOc1nnc(-c2ccc(C)cc2)c2ccccc12	9	11%	13%	47
Cc1cc(C)nc(NS(=O)(=O)c2ccc(Br)cc2)n1	1	6%	6%[2.29 µM]	17
C=CCN=C(C)C1=C(O)C(C)OC1=O (stereo not given)	-5	-1%	·	?
Cn1c(CCNC(=O)c2ccco2)nc2cc(NS(=O)(=O)c3ccccc3)ccc21	5	0%	0%	-20
CCOC(=O)c1c(C)[nH]c(C(=O)COC(=O)CSCC(=O)N(CC)CC)c1C	3	-6%	1%	-13
CC(C)[C@H](N)c1nnc(SCc2ccc(Cl)cc2)o1	-4	-8%	0%	-3
Cc1cccc(-c2nc(CN3CCCC(C(=O)NC4CCCCCC4)C3)c(C)o2)c1 (stereo not given)	-3	-6%	·	11
O=C(c1ccc(Br)cc1)c1cc([N+](=O)[O-])ccc1N1CCCCC1	-21	-7%	-11%	?

Other structures follow:
SMILES	IMPase inh	ALOX12 inhib	15-hLO-2 inh	PNC inhibitor
CN(C)c1nc(N(C)C)nc(N2CCCCC2)n1	?	-2%	-3%	?
COc1ccc(/C(C)=C2/SC(=S)N(CCC(=O)O)C2=O)cc1	2	-7%	?	-3
C[C@@H]([C@H](O)c1ccc(O)cc1)N1CCC(Cc2ccccc2)CC1	-3	-1%	30%	·
COc1cc(C(=O)ON=C2C=C(C)C(=O)C(C)=C2)cc(OC)c1OC	·	-4%	·	-16
Cc1cc(C)n(CC(=O)c2ccccc2)c(=O)c1C#N	-16	-4%	-2%	10
COc1ccccc1NC(=O)N(C1CCCC1)C1CCN(C(C)=O)CC1	3	1%	·	13
